H37Rv inhibition: M. tuberculosis growth inhibition, HTS (AID 449762) | M. tuberculosis H37Rv growth inhibition, 7H9 media; higher % means a stronger effect | one-dose inhibition, % at 25 µM; IC50 in µM for titrated hits | actives 0.59% (n = 330,000); in the data active = a potency from the dose series; inconclusive = inhibition above about 70% without an active follow-up result;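 also: bacterial growth assessed after seven days of incubation; strong numbers were not always called active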
tuberculosis growth: growth inhibition of non-replicating M. tuberculosis (AID 488890) | inhibition, % at 25 µM; hits with a dose series show IC50 in µM | actives 0.39% (n = 320,000) | Mycobacterium tuberculosis non-replicating, growth inhibition; higher % means a stronger effect; in the data active = a potency from the dose series; inconclusive = inhibition mostly from about 82% at the one dose, without a potency; inactive = the rest, 99 in 100 with inhibition below about 76%;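 also: plate controls were DMSO cells for no effect and high antibiotic wells for full effect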
PhoP GFP inhibition: PhoP regulon inhibitors, Salmonella typhi PhoP promoter GFP reporter, confirmatory (AID 1850) | Salmonella Typhi PhoP-promoter GFP reporter, fluorescence, 4 h; higher % means a stronger effect | one-dose inhibition, % at 50 µM; IC50 in µM for titrated hits | actives 0.33% (n = 310,000); in the data active = a potency from the dose series; inconclusive = inhibition mostly from about 25% at the one dose, without a potency; inactive = the rest, 99 in 100 with inhibition below about 19%;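 also: 0% = induced wells with vehicle and 100% = uninduced wells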
inhibitors of VEEV: inhibitors of VEEV TC-83 cytopathic effect, confirmation, Vero cells (AID 588727); Vero cells, VEEV TC-83 cytopathic effect inhibition; higher % means a stronger effect; one-dose inhibition, % at 20 µM; IC50 in µM for titrated hits; actives 0.13% (n = 350,000); in the data active = a potency from the dose series; inconclusive = inhibition mostly from about 14% at the one dose, without a potency; inactive = the rest, 99 in 100 with inhibition below about 12%; also: strong numbers were not always called active
H1N1 NS1A inhibition: H1N1 influenza NS1A inhibitors, functional cell based assay (AID 504329); NS1A functional cell-based assay, percent inhibition; higher % means a stronger effect; inhibition, % at 12.5 µM, or IC50 in µM where a hit was titrated; actives 0.3% (n = 340,000); in the data active = a potency from the dose series; inconclusive = inhibition above about 27% without an active follow-up result; also: strong numbers were not always called active
inhibitors of VEEV 10K pilot screen: also measured in inhibitors of VEEV; calls as there; inhibition, %; measured here: 10K pilot screen inhibition
* hit, by the source's call; i = inactive; ? = inconclusive; . = not tested or not shown.

SMILES	H37Rv inhibition	tuberculosis growth	PhoP GFP inhibition	inhibitors of VEEV	H1N1 NS1A inhibition	others
Cc1ccc(C(=O)NCc2ccccn2)cc1NC1=NC2CS(=O)(=O)CC2S1 (stereo not drawn)	-4%	-4%	0%	1.5%	3%
Cc1ccc(NC2c3ccccc3C(=O)N2CCN2CCOCC2)cc1 (stereo not drawn)	-3%	3%	-9%	i	8%
COc1ccc(Cc2noc(CN(C)CCN3CCc4ccccc4C3)n2)cc1OC	2%	50%	19%	0.3%	10%
Cc1ccc(S(=O)(=O)N2CCN=C2SCc2c(F)cccc2Cl)cc1	-2%	-11%	5%	3.2%	13%
CC(=O)c1oc2ccccc2c1NC(=O)COC(=O)c1ccc(-n2nc(C)cc2C)cc1	0%	-1%	2%	0.5%	-2%
CCCOc1ccc(C(=O)OCC(=O)c2c(N)n(C)c(=O)n(C)c2=O)cc1OC	16%	11%	4%	0.7%	-3%
COc1ccc2sc(N(CCN(C)C)C(=O)c3cc(Cl)sc3Cl)nc2c1	-4%	-12%	-2%	0.2%	-3%
COc1cc(OC)c(NC(=O)CC(C)=O)cc1Cl	3%	-14%	1%	5.2%	-1%
O=C(CN1CCCCCC1=O)N1CCN(S(=O)(=O)c2cccs2)CC1	2%	-5%	-4%	i	-1%
Nc1nc(SCC(=O)Nc2ccc3c(c2)OCO3)n[nH]1	-6%	-8%	-4%	0.6%	3%
COc1ccc(OC)c(NC(=O)c2cccnc2Sc2ccccc2)c1	6%	19%	9%	i	3%
C/C(=N\NC(=O)c1ccccc1)c1ccc(N2CCOCC2)cc1	-2%	-15%	11%	3.3%	0%	inhibitors of VEEV 10K pilot screen=1.0
O=C(Nc1ccc(F)cc1)c1nc2c(nnn2Cc2cccc3ccccc23)c(=O)[nH]1	-2%	23%	7%	2.7%	1%
Cc1cccc(NC(=O)NNC(=O)c2sccc2-n2cccc2)c1	1%	4%	1%	2.6%	2%
Cc1cc(C(F)(F)F)c(C#N)c(SCC(=O)Nc2nc3cc(Br)ccc3s2)n1	11%	48%	1%	i	-5%
O=C(CSc1nnc(-c2ccco2)o1)c1ccc[nH]1	2%	50%	0%	4.7%	9%
O=C(N/N=C/c1oc(O)c2ccccc12)c1ccccc1	9%	5%	-2%	0.6%	-6%
COc1ccc(C(=O)N2CCN(c3cccc(Cl)c3)CC2)cc1	-3%	37%	0%	i	6%
Cc1cc(-c2onc(C)c2C(N)=O)no1	1%	3%	-4%	i	2%
CC(/C=C1\SC(=S)N(C(C(=O)O)c2ccccc2)C1=O)=C\c1ccccc1 (stereo not drawn)	-1%	42%	-16%	3.8%	19%

Sorted by SMILES length (highest first): part of the list above
SMILES	H37Rv inhibition	tuberculosis growth	PhoP GFP inhibition	inhibitors of VEEV	H1N1 NS1A inhibition	others
CC(/C=C1\SC(=S)N(C(C(=O)O)c2ccccc2)C1=O)=C\c1ccccc1 (stereo not drawn)	-1%	42%	-16%	3.8%	19%
COc1ccc(OC)c(NC(=O)c2cccnc2Sc2ccccc2)c1	6%	19%	9%	i	3%
O=C(CSc1nnc(-c2ccco2)o1)c1ccc[nH]1	2%	50%	0%	4.7%	9%

Other compounds.
SMILES	H37Rv inhibition	tuberculosis growth	PhoP GFP inhibition	inhibitors of VEEV	H1N1 NS1A inhibition	others
COc1ccc(CN(C)C(C)C(=O)N(C)CC(=O)Nc2ccc(C)cc2)cc1F (stereo not drawn)	-10%	28%	.	3.0%	-15%
COC(=O)[C@]1(Cc2ccccc2)N[C@H](CN(C)C(=O)COc2ccccc2)[C@@H]2C(=O)N(C)C(=O)[C@@H]21	7%	2%	.	0.5%	-16%
COc1ccc(-c2ccc(OC)c([C@H]3[C@H]4C=CC[C@@H](C)[C@@H]4C(=O)N3Cc3ccccc3)c2)cc1C	0%	-3%	5%	2.3%	-3%
CN(Cc1ccccc1)C(=O)CN1C(=O)C2C3C=CC(C3)C2C1=O (stereo not drawn)	-13%	1%	-8%	i	5%
Cc1cccc(-c2oc3ccc(-c4ccc5c(c4)OCO5)cc3c2C(=O)OCc2ccc(O)cc2)c1	-7%	-11%	-2%	11%	1%
CSc1cccc(NC(=O)c2ccccn2)c1	-7%	29%	-3%	.	.
CN(C(=O)c1ccc(NC(=O)Cc2cccc([N+](=O)[O-])c2)cc1)C1CC1	-6%	-3%	.	i	2%
COC(=O)CCN(C(=O)c1ccc2c(c1)OCO2)c1ccccn1	-9%	-3%	7%	1.1%	-6%
CCn1cnc2cc(NCc3nc4ccccc4n3C)ccc21	36%	37%	-8%	2.8%	8%
COc1cccc(/C=N/NC(=O)c2cc3c(OC)cccc3[nH]2)c1O	-1%	72%	-6%	?	-10%
CC1(CCc2ccccc2)NC(=O)N(CC(=O)Nc2ccccc2)C1=O (stereo not drawn)	-13%	3%	15%	i	1%
COc1ccc(CNC(=O)CN(C)S(=O)(=O)c2ccc(Br)s2)cc1	-2%	14%	-16%	0.1%	-3%
COC(=O)CP(=O)(c1ccccc1)c1ccccc1	0%	3%	7%	0.8%	-10%
CCN(C[C@H]1N[C@@](CC)(C(=O)OC)[C@H]2C(=O)N(C)C(=O)[C@@H]12)S(=O)(=O)c1ccc(C(C)(C)C)cc1	2%	20%	.	1.8%	19%
CCOCCCNC(=O)c1ccc(-n2c(=S)[nH]c3ccccc3c2=O)cc1	4%	-8%	9%	i	4%
CCOC(=O)c1c(C)[nH]c(C(=O)N/N=C/c2cccc(OC)c2)c1C	4%	-13%	-3%	3.7%	-3%
CCOC(=O)Oc1c(OC)cc(C(=O)O[C@@H]2C[C@@H]3CN4CCc5c([nH]c6cc(OC)ccc56)[C@H]4C[C@@H]3[C@H](C(=O)OC)[C@H]2OC)cc1OC	20µM*	?	-1%	24%	8%
CCCCC(=O)Nc1nnc(C2=COCCO2)o1	-9%	15%	7%	i	1%
O=C(CS(=O)(=O)Cc1ccccc1)Nc1ccccc1Cl	1%	-4%	-1%	0.8%	-8%
COc1ccccc1N(C(=O)c1snc(C(N)=O)c1N)C(C(=O)NC1CCCCC1)c1cccc(OC)c1OC (stereo not drawn)	58%	35%	-2%	1.2%	-5%
CC(C)N1CCC(N2CCN(Cc3ccc4nsnc4c3)CC2CCO)CC1 (stereo not drawn)	-2%	-2%	-11%	0.3%	-1%
COCCNC(=O)c1ccccc1NC(=O)COc1ccccc1	-1%	3%	-1%	i	-10%
CN(CC(=O)Nc1ccc(F)cc1)C(=O)Cn1nnc(-c2ccccc2)n1	3%	0%	-6%	7.8%	-8%
Clc1ccccc1N1CCN(Cc2c[nH]c3ccccc23)CC1	?	71%	-14%	i	7%
O=C(CSc1ccc(Cl)cc1)Nc1cccc(-c2nc3ccccc3[nH]2)c1	-5%	-2%	-4%	i	5%
O=C(OCn1nnc2ccccc2c1=O)c1ccc2ccccc2n1	.	.	.	0.7%	-1%
Cc1cc(C)n(C)c(=O)c1C#N	-3%	-8%	-16%	0.7%	-8%
CN1C(=O)NC(=O)C2(CCCC2)C1=O	.	.	.	1.6%	-14%
O=C(CN1CCC(n2nnc3cc(F)ccc32)CC1)NC1CCCCC1	-7%	0%	-4%	i	10%	inhibitors of VEEV 10K pilot screen=0.0
CCOC(=O)c1oc2ccccc2c1NC(=O)C1CCCCC1	-7%	8%	2%	0.6%	0%
N/C(COc1ccc(Cl)cc1Cl)=N\O	17%	5%	13%	0.1%	-1%
Cc1nnc(SCC(=O)NNC(=O)c2ccccc2)n1Cc1ccccc1	-4%	0%	.	i	-6%
CCOc1ccc2nc(NC(=O)CN3C(=O)NC4(CCCC4)C3=O)sc2c1	-12%	22%	-4%	4.2%	5%
O=c1[nH][nH]c(-c2ccccc2)c1C=Nc1ccc(Cl)cc1	-4%	20%	8%	5.6%	11%
Cc1c(CCNC=O)cc(C)c2c3c(oc12)CCCC3	.	.	.	0.1%	-21%
CCC(C)NC(C(=O)Nc1ccc(Cl)c([N+](=O)[O-])c1)c1ccccc1 (stereo not drawn)	8%	-2%	1%	i	13%
Cc1ncc(CN2CCN(C3CCCC3)C(CCO)C2)s1 (stereo not drawn)	9%	-10%	6%	0.2%	-10%
Cc1cccc(C)c1NC(=O)CN(C)C(=O)c1cccc(NS(=O)(=O)c2ccccc2)c1	-8%	9%	2%	3.9%	12%
CCOC(=O)COc1nc(N(C)C)nc(N(C)C)n1	-4%	-6%	8%	0.4%	-11%
CCN(CC)CCNC(=O)c1cc(Nc2ccc(OC)c(OC)c2)nc2ccccc12	1%	-4%	-4%	i	6%
CCCSc1nc(=O)n2cc(C)ccc2n1	5%	5%	-5%	i	4%
CC(C)(C)CNC(=O)c1cccc2c1C(=O)c1ccc(N3CCCC3)cc1S2(=O)=O	-3%	25%	.	10%	3%
COc1ccc(NC(=O)CNC(=O)c2cccs2)cc1Cl	0%	3%	-12%	1.4%	3%
Cn1c(SCC(=O)N(C2CCCCC2)C2CCCCC2)nnc1-c1cccs1	12%	15%	-8%	0.1%	-8%
COc1ccc(-c2nc(CS(=O)CC(=O)NCc3ccc4c(c3)OCO4)c(C)o2)cc1OC (stereo not drawn)	10%	13%	1%	0.9%	1%
COc1ccc(CNC(=O)Cc2c(C(=O)O)[nH]c3ccccc23)cc1	3%	10%	-6%	0.4%	0%
COc1cc(/C=C2/C(=O)NN(c3ccc(F)cc3)C2=O)cc(Cl)c1O	55%	17%	9%	2.4%	3%
O=C(CSCc1ccccc1)Nc1ccc2c(c1)OCO2	?	72%	-1%	1.2%	1%
Cn1c(Cn2c(C(F)(F)F)nc3ccccc32)nc2ccccc21	3%	0%	2%	0.1%	-2%
C/C=C/C1=CC(=O)C[C@H](c2ccc(Cl)cc2)C1	1%	37%	.	0.6%	-20%
Cc1cc(C)c(-c2csc(NC(=O)C3=NN(c4ccccc4)C(=O)CC3)n2)c(C)c1	11%	32%	-2%	i	9%
Cc1ccccc1CN(c1ccc(C(=O)N/N=C/c2ccc(OCC(N)=O)cc2)cc1)S(C)(=O)=O	7%	20%	-6%	1.5%	-2%
NS(=O)(=O)c1ccc(NC(=S)NCc2ccccc2)cc1	5%	25%	-3%	1.0%	-5%
Cc1cc(C)cc(NC2=CC(=O)CC(c3ccco3)C2)c1 (stereo not drawn)	-2%	19%	3%	8.4%	1%
Cc1ccc(S(=O)(=O)NC(=O)NCc2ccco2)cc1	.	.	.	0.3%	-16%
COCCCn1nnnc1SCC(=O)Nc1nc(C)c(C)s1	-6%	0%	-3%	2.5%	-3%
CCN(Cc1ccccc1)C(=O)COC(=O)c1cc(Cl)nc(Cl)c1	6%	39%	-7%	0.2%	1%
CC(C)NC(=O)C1CCN(C2CCN(Cc3ccc4cccc(F)c4n3)CC2)CC1	-3%	-7%	1%	i	12%
CC(Sc1nnc2ccccn12)C(N)=O (stereo not drawn)	9%	0%	0%	1.1%	8%
Cc1ccc(C(OCC(O)CNC(CO)C(O)c2ccc([N+](=O)[O-])cc2)c2ccccc2)cc1 (stereo not drawn)	-2%	35%	18%	i	-6%

5 compounds drawn at random from those above, as already listed:
SMILES	H37Rv inhibition	tuberculosis growth	PhoP GFP inhibition	inhibitors of VEEV	H1N1 NS1A inhibition	others
CC(/C=C1\SC(=S)N(C(C(=O)O)c2ccccc2)C1=O)=C\c1ccccc1 (stereo not drawn)	-1%	42%	-16%	3.8%	19%
Cn1c(SCC(=O)N(C2CCCCC2)C2CCCCC2)nnc1-c1cccs1	12%	15%	-8%	0.1%	-8%
COc1ccc(CN(C)C(C)C(=O)N(C)CC(=O)Nc2ccc(C)cc2)cc1F (stereo not drawn)	-10%	28%	.	3.0%	-15%
Cc1ccccc1CN(c1ccc(C(=O)N/N=C/c2ccc(OCC(N)=O)cc2)cc1)S(C)(=O)=O	7%	20%	-6%	1.5%	-2%
CCn1cnc2cc(NCc3nc4ccccc4n3C)ccc21	36%	37%	-8%	2.8%	8%

The list continues:
SMILES	H37Rv inhibition	tuberculosis growth	PhoP GFP inhibition	inhibitors of VEEV	H1N1 NS1A inhibition	others
Cc1c(N(C(=O)Nc2ccccc2)C2=NCC(C)S2)c(=O)n(-c2ccccc2)n1C (stereo not drawn)	-7%	-5%	-7%	0.1%	-6%
CCC1=NN2C(=N)/C(=C\c3ccc(SCc4ccco4)o3)C(=O)N=C2S1	7%	69%	2%	1.6%	17%
O=C(CSc1nc(=O)n(CCCN2CCOCC2)c2c1CCC2)Nc1ccccc1F	-8%	2%	0%	0.9%	-1%
COc1ccccc1NC(=O)CCN1C(=O)C2C3CCC(C3)C2C1=O (stereo not drawn)	-24%	-9%	-6%	1.3%	0%
CC(C)(C)C(=O)NCCc1nc2ccccc2n1CC(=O)c1ccccc1	-3%	3%	0%	3.2%	-1%
CCN(Cc1nc(-c2cccc(C)c2)no1)C(=O)c1ccco1	-3%	17%	3%	1.8%	-1%
